# Source: PubChem (several laboratories)
# 3CLpro inhibitor – SARS-CoV 3CLpro protease inhibition. P0C6X7. recombinant SARS-CoV 3CLpro, quenched FRET peptide cleavage. inhibition, % at 6 µM. hit rate 0.14% among 290,000; in the data active means inhibition above about 12%
# TcdB inh – inhibitors of Clostridioides difficile toxin B glycohydrolase | P18177 | inhibition, % at 9.99 µM | AID 652162 | TcdB glycohydrolase enzymatic assay, plate reader | hit rate 0.24% among 350,000; in the data active means inhibition above about 10%
# Target sequence (P18177 whole entry, looked up): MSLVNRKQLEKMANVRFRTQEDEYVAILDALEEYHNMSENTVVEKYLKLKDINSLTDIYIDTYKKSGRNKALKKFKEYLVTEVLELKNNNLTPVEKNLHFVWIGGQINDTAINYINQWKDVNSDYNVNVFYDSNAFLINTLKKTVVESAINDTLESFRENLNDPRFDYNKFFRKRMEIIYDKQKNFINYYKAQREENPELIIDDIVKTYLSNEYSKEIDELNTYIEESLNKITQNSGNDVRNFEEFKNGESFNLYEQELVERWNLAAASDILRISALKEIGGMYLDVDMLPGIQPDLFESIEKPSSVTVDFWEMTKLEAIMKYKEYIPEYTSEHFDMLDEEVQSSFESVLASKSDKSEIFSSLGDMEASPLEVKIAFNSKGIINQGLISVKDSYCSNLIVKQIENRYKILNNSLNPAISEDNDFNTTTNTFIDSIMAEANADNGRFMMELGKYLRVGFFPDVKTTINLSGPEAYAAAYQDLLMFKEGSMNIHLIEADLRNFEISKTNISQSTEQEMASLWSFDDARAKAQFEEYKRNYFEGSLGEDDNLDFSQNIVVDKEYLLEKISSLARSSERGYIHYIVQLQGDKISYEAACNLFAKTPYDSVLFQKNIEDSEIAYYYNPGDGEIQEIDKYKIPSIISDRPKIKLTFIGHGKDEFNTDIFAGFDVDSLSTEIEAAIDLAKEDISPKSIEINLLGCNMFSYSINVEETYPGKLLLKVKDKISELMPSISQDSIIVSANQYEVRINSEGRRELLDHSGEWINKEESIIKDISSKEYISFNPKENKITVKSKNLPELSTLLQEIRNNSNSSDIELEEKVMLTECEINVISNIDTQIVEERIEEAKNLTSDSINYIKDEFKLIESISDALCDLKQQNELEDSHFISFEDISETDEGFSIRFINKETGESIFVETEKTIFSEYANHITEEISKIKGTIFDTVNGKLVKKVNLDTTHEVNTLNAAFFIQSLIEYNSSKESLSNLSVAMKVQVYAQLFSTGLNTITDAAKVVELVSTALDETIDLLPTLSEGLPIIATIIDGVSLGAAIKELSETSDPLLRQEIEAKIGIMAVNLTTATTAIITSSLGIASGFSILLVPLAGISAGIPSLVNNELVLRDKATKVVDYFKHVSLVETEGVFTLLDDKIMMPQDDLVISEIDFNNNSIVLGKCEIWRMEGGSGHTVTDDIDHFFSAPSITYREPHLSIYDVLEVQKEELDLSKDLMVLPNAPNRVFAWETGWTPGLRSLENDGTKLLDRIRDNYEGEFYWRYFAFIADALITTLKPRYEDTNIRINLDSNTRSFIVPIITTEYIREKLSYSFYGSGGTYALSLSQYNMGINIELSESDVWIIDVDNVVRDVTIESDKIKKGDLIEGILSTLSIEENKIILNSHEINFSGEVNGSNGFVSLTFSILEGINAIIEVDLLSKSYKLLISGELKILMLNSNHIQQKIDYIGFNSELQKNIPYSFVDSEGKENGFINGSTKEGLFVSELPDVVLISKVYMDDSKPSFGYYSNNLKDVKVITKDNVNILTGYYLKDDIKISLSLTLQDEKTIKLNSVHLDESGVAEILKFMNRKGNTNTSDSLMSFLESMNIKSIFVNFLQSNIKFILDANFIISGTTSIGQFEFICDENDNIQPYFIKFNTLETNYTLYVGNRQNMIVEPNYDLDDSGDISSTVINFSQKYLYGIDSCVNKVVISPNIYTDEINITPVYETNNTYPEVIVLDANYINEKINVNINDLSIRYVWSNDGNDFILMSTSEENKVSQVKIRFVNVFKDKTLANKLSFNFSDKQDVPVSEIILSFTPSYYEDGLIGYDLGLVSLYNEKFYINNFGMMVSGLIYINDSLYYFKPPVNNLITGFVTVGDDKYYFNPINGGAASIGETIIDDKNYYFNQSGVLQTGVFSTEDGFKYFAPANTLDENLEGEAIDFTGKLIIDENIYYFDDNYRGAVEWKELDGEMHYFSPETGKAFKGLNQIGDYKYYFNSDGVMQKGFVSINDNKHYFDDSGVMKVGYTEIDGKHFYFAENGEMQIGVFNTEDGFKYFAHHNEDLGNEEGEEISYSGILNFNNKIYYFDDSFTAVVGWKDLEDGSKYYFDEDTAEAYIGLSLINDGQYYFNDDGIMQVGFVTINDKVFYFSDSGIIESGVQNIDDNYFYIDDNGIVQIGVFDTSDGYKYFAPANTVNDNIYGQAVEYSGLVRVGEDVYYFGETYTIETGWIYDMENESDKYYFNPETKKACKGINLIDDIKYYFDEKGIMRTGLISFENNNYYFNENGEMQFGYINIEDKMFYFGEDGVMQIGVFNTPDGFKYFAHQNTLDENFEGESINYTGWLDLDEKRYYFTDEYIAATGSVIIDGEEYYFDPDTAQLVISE
# MazEF act – MazEF (E. coli) toxin RNase activation | FAM/BHQ RNA-DNA oligo cleavage fluorescence, 5 h | activation, % at 20 µM | hit rate 0.32% among 350,000 | AID 504720; in the data active means activation above about 50%
# Yp Topo-I inh – Y. pestis Topo-I inhibition via cleavage products | Y. pestis Topo-I cleavage product accumulation, plate reader | activity, % at 10 µM | AID 504884 | hit rate 0.064% among 360,000; in the data active means activity above about 50%, passing the limit was not always enough; further: inactives centre near 2
# PriA SSB inh – K. pneumoniae PriA-SSBct interaction inhibition; AlphaScreen SSBct-PriA binding, biotinylated peptide; inhibition, % at 33 µM; hit rate 0.6% among 430,000; in the data active means inhibition mostly above about 37%, no sharp cut-off; inactive means mostly below about 20%;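 further: plate controls were negative control peptide for no effect and reference peptide for full effect; strong numbers were not always called active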
# BH1578 lux ind – inducers of Vibrio cholerae quorum light production without autoinducers; V. cholerae BH1578 lux reporter, luminescence, 6 h; activation, % at 18.7 µM; hit rate 0.16% among 350,000; AID 588436; in the data active means activation mostly above about 9.7%, no sharp cut-off; further: not every result past the cut was called active; inactives centre near 0; reference of the scale not given here
# Anthrax LF inh2 – inhibitors of Bacillus anthracis lethal factor protease; multiplex microsphere protease cleavage assay, LF; inhibition, % at 10 µM; hit rate 0.12% among 360,000; AID 588501; in the data active means inhibition above about 30%; further: plate controls were buffer without enzyme for full effect and enzyme alone for no effect
# Rv3671c inh – inhibitors of M. tuberculosis serine protease Rv3671c. P9WHR9. inhibition, % at 5.96 µM. hit rate 0.048% among 320,000; in the data active means inhibition above about 38%;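 further: extracellular domain of Rv3671c used as enzyme; 0% = enzyme with DMSO and 100% = no enzyme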
# PfHsp40 yeast – rescue of PfHsp40-mediated yeast toxicity; growth rescue, % at 12.5 µM; hit rate 0.68% among 340,000; S. cerevisiae expressing PfHsp40, growth rescue, ATP luminescence; AID 504582; in the data active means growth rescue above about 28%, passing the limit was not always enough;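 further: yeast W303a lacking pdr1 and pdr3 grown in galactose medium; growth measured after three days at 30 °C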
# DUSP3 inh – blocks human VHR1 dual specificity phosphatase; recombinant VHR phosphatase, pNPP absorbance; inhibition, % at 13.3 µM; hit rate 0.52% among 290,000; in the data active means inhibition above about 50%; further: some compounds called inactive have numbers as strong as hits
# Numbers without * were called inactive; i = inactive; · = not tested or not shown; & = joins results of further samples. Some of the compounds tested; the hit share may differ from the screen's.
# Start of the data: the first six entries as a preview:
SMILES,3CLpro inhibitor,TcdB inh,MazEF act,Yp Topo-I inh,PriA SSB inh,BH1578 lux ind,Anthrax LF inh2,Rv3671c inh,PfHsp40 yeast,DUSP3 inh
Cc1ccccc1Cn1c(=O)sc2ccccc2c1=O,3,-0.9,-1,0,-24,-0.2,-7,-12,1.8,13
CCc1nn(CC(=O)NCCN2CCN(C)CC2)c(=O)c2cc3occc3n12,-2,·,7,-3,-3,-1.1,-3,-3,-1.2,25
O=C(Cc1coc(-c2ccc(F)cc2)n1)NCc1ccccc1,-5,·,3,-3,12,0.6,-3,-4,-0.6,-11
COc1ccc2c(=O)c(-c3ccc4c(c3)OCO4)coc2c1,-2,·,0,14,-10,1.0,1,-5,3.9,12
O=C(NCCCN1CCCC1=O)Nc1cc(Cl)ccc1Cl,1,0.2,-8,5,8,i,7,-1,0.1,2
Cc1cc(OCC(O)CN2C(C)CCCC2C)ccc1C(C)C (stereo unspecified),-1,1.2,23,6,-14,0.5,0,-2,-0.3,7

# The whole of this part, previewed entries included:
SMILES,3CLpro inhibitor,TcdB inh,MazEF act,Yp Topo-I inh,PriA SSB inh,BH1578 lux ind,Anthrax LF inh2,Rv3671c inh,PfHsp40 yeast,DUSP3 inh
Cc1ccccc1Cn1c(=O)sc2ccccc2c1=O,3,-0.9,-1,0,-24,-0.2,-7,-12,1.8,13
CCc1nn(CC(=O)NCCN2CCN(C)CC2)c(=O)c2cc3occc3n12,-2,·,7,-3,-3,-1.1,-3,-3,-1.2,25
O=C(Cc1coc(-c2ccc(F)cc2)n1)NCc1ccccc1,-5,·,3,-3,12,0.6,-3,-4,-0.6,-11
COc1ccc2c(=O)c(-c3ccc4c(c3)OCO4)coc2c1,-2,·,0,14,-10,1.0,1,-5,3.9,12
O=C(NCCCN1CCCC1=O)Nc1cc(Cl)ccc1Cl,1,0.2,-8,5,8,i,7,-1,0.1,2
Cc1cc(OCC(O)CN2C(C)CCCC2C)ccc1C(C)C (stereo unspecified),-1,1.2,23,6,-14,0.5,0,-2,-0.3,7
CC(=O)c1ccc(N(CC(=O)NCCc2ccccc2)C(=O)c2csnn2)cc1,5,1.1,1,1,-1,-1.2,8,1,0.3,8
O=C(NCc1ccccc1Cl)c1cccc(NC2=NC3CS(=O)(=O)CC3S2)c1 (stereo unspecified),0,0.6,-1,-8,-1,-0.2,-1,1,0.1,21
O=C(CSc1ccc([N+](=O)[O-])cc1)OCC(=O)N1CCCC1=O,·,1.1,-2,-1,-11,i,11,1,-1.9,·
O=S(=O)(NCc1cccs1)NCc1ccccc1F,-4,-4.6,-2,-2,-6,-0.5,-1,-10,-0.8,5
CN(C(=O)c1cccc(NC(=O)Cc2ccc(NC(=O)C3CCN(C(=O)C4CCC4)CC3)cc2)c1)C1CCC1,·,-1.7,3,27,-7,-0.9,-8,·,0.1,·
Clc1ccc(SCc2nc3ccccc3[nH]2)cc1,0,·,3,8,-6,i,0,-7,3.4,11
CCC1CCCCN1C(=O)CCc1nnc(C2CCCCC2)o1 (stereo unspecified),-1,0.1,2,-1,-6,-0.4,-4,7,1.1,11
COc1ccccc1N1CCN(C(=O)c2oc3ccccc3c2C)CC1,·,·,-8,11,-10,2.5,0,·,0.8,7
CCN(CC)c1ccc(C(=O)NC(=S)N2CCN(Cc3ccc4c(c3)OCO4)CC2)cc1,-3,0.2,4,28,10,0.7,6,5,-0.9,-9
CN(C(=O)CCOc1ccccc1)c1c(N)n(Cc2ccccc2)c(=O)[nH]c1=O,·,0.9,4,-6,6,-0.5,6,8,0.6,·
CC(C)c1cc(-c2cc(C(=O)Nc3ccccc3)on2)nc(NC2CCCC2)n1,·,0.7,-2,31,-5,i,-6,-24,25,·
COc1ccccc1CNC(=O)CN1C(=O)c2cccc(N)c2C1=O,0,-12,-21,1,-10,0.1,0,-7,-0.4,26
Brc1ccc(/C=N/Nc2ccccn2)cc1,-2,0.1,0,-1,·,-0.2,-2,2,1.7,4
OC(c1ccccc1)(c1nc(-c2cc3ccccc3o2)cs1)C(F)(F)F (stereo unspecified),·,0.4,·,-2,·,-1.0,0,·,·,·
O=C(CN(C(=O)CCC(=O)Nc1ccccn1)C1CCCC1)NCc1ccccc1,-4,0.7,8,-4,-9,-0.2,-4,7,-0.5,26
O=c1c2cc3c(=O)n(-c4ccccc4O)c(=O)c3cc2c(=O)n1-c1ccccc1O,-2,-2.5,-1,-6,10,i,4,2,0.7,11
CCC(=O)Oc1ccc2oc(=O)cc(C)c2c1,4,·,2,4,-11,-2.4,3,-1,0.1,0
COC(=O)c1ccc(NC(=O)CN2C(=O)CNC2=O)cc1,-1,2.0,4,-10,-3,i,2,1,-0.1,-14
O=C(O)CN1C(=O)/C(=C/c2ccccc2Br)Oc2ccccc21,-3,0.1,-6,-6,-1,-0.6,7,3,2.8,-15

# More compounds follow.
SMILES,3CLpro inhibitor,TcdB inh,MazEF act,Yp Topo-I inh,PriA SSB inh,BH1578 lux ind,Anthrax LF inh2,Rv3671c inh,PfHsp40 yeast,DUSP3 inh
COc1ccc(CN2CCC2(C)C(=O)Nc2cnc3ccccc3c2)c2ccccc12 (stereo unspecified),·,0.4,·,15,·,i,4,·,·,·
O=C(Oc1ccccc1C(=S)N1CCOCC1)c1ccccc1,5,1.9,5,2,-5,i,-3,9,-0.8,17
Cc1ccc(C(C(=O)NCc2ccco2)N(C(=O)CNC(=O)c2cccs2)c2ccc(C)cc2)cc1 (stereo unspecified),5,·,4,26,2,i,1,7,-1.1,19
COc1ccc(CSc2nnc(Cc3sc(-c4ccccc4)nc3-c3ccccc3)o2)cc1,4,·,2,-3,-14,1.7,-6,-2,0.7,3
Cc1ccc(-n2cc(CN3CCN(c4ccccn4)CC3)c(-c3ccc(F)cc3)n2)cc1,-6,-0.1,3,24,-1,-0.3,1,7,3.6,35
CC1(C(=O)NCc2ccccc2)Cc2c(-c3cccc(C(F)(F)F)c3)ccnc2O1 (stereo unspecified),·,-0.4,·,31,·,-0.3,-6,·,·,·
C/C(=N\Nc1cc(C(F)(F)F)ccc1Cl)c1ccccc1O,4,·,-10,4,·,i,-3,1,0.0,1
O=C(Cc1ccc(S(=O)(=O)N2CCCCC2)cc1)NCc1ccc(Cl)cc1,·,-3.4,6,27,2,i,9,2,0.4,·
CC1CC(C)CN(S(=O)(=O)c2ccc3c(c2)n(C)c(=O)c(=O)n3C)C1 (stereo unspecified),-1,1.0,2,7,-10,-0.2,-2,3,1.1,12
COC(=O)CC(=O)c1ccc2c(c1)OCO2,·,0.9,2,-6,-22,i,1,0,-1.6,·
CCCCS(=O)(=O)N1CCCC(C(=O)Nc2ccc(Cl)cn2)C1 (stereo unspecified),-4,0.4,2,-1,-18,-0.2,0,5,0.8,6
Cc1ccc(N2C(=O)NC(=O)/C(=C\C=C\c3ccco3)C2=O)cc1C,2,-2.2,-70,7,-5,-1.7,-4,-16,-0.1,8
COc1ccc(C(=O)NC(=S)Nc2nnn(C)n2)cc1,1,1.1,9,0,8,-0.2,-2,0,-1.8,-5
O=C(CN(CCCN1CCOCC1)C(=O)Cn1nnc(-c2ccc(F)cc2)n1)NC1CCCCC1,-4,·,1,-8,6,-0.2,-1,4,0.1,10
CN(C)C(=O)NC1C=CS(=O)(=O)C1 (stereo unspecified),-5,·,-1,7,-21,-0.3,1,-17,-1.1,-2
CCOc1ccc(N(CC(=O)N/N=C/c2ccccn2)S(=O)(=O)c2ccc(Cl)cc2)cc1,1,0.6,8,10,·,-0.4,0,·,0.2,-6
CCOC(=O)c1cnc(SC)nc1Oc1cccc(NC(=O)c2ccc(C)cc2)c1,-3,·,0,2,-4,2.6,-8,0,-2.5,-4
COc1cc(/C=N/n2c(-c3ccccc3)n[nH]c2=S)cc(OC)c1OC,9,3.4,9,2,·,-0.9,-2,0,-0.7,13
COC(C(=O)Nc1ccccc1C(=O)N1CCOCC1)c1ccccc1 (stereo unspecified),-3,-0.4,6,3,-6,11,3,3,25,-4
O=C(CCCc1nc(-c2ccccc2)no1)NC1CCCCC1,-2,1.0,-14,11,-9,-0.3,4,3,-1.3,-3
Cc1ccc(NC(=O)CN(C)C(=O)COc2ccccc2-c2ccccc2)cc1,·,1.2,-9,23,-3,i,-1,-16,3.4,·
CSc1nc2c(c(=O)[nH]1)C(c1ccc(Cl)cc1)CC(=O)N2 (stereo unspecified),0,-0.5,-9,-5,1,-0.3,-4,5,-0.1,33
CCCC(O)(c1ccc(CC)cc1)C(CN1CCOCC1)c1ccccc1 (stereo unspecified),0,0.2,-9,27,6,i,-14,·,-0.8,-16
COc1ccc(-c2oc(=O)c3cc(OC)c(OC)cc3c2/C=C/c2ccc(F)cc2)cc1,·,2.1,-21,5,0,i,2,-14,-2.0,·
NC(=S)N=Nc1c(O)[nH]c2ccc(F)cc12,1,1.2,7,-10,8,-0.7,-2,3,0.8,4

# The results go on.
SMILES,3CLpro inhibitor,TcdB inh,MazEF act,Yp Topo-I inh,PriA SSB inh,BH1578 lux ind,Anthrax LF inh2,Rv3671c inh,PfHsp40 yeast,DUSP3 inh
CCOC(=O)c1c(NC(=O)CNC2CCCCC2)sc(C)c1C,4,-0.1,-26,5,-10,-0.3,-6,4,1.3,14
O=C(N/N=C/c1ccc2c(c1)OCO2)C(=O)Nc1cccc(Cl)c1,1,0.3,8,17,·,i,-2,-10,-1.0,26
COc1ccc(NC(=O)C2(c3cccs3)CCOCC2)cc1,1,0.4,-21,11,-1,i,-15,3,-0.1,15
O=C1CN(C(=O)CSc2nnnn2-c2ccc(Cl)cc2)c2ccccc2N1,-1,3.2,0,20,6,i,-2,-8,0.9,15
C#CCOCCOCCOCCNc1nc(N2CCN(C(=O)[C@H](CCCN=C(N)N)n3cc(C(N)[C@@H](C)CC)nn3)CC2)nc(N2CCN(C(=O)[C@H](CC(N)=O)n3cc([C@@H](N)C(C)C)nn3)CC2)n1 (stereo partly specified),·,-1.3,8,-2,-3,i,-9,-5,0.5,·
Cc1c(C(=O)NC(=S)N(Cc2ccccc2)c2ccccn2)cccc1[N+](=O)[O-],·,0.3,7,-8,-8,0.9,-1,2,-0.4,·
C=CCn1c(SCC(=O)Nc2ccc3c(c2)OCCO3)nnc1-c1ccco1,3,3.5,6,16,-11,-2.6,-3,-2,0.5,-1
C[C@H]1CN([C@@H](C)CO)C(=O)CCCn2cc(nn2)CO[C@@H]1CN(C)C(=O)Nc1ccc2c(c1)OCCO2,·,0.5&0.7&1.7,4,0,·,-0.4,0,·,·,·
CCN(c1cccc(C)c1)S(=O)(=O)c1cnc[nH]1,0,·,-4,2,-9,i,0,3,0.2,15
CCCn1nc(C(=O)NNC(=O)CCCOc2ccc(C)cc2)c2ccccc2c1=O,-3,2.4,3,33,-5,i,-5,2,-0.4,-14
O=C(CO/N=C/c1ccc(Cl)cc1Cl)NNC(=O)c1ccc(Cl)cc1Cl,1,1.1,-23,0,i,-0.9,-4,0,0.2,12
O=C(O)CCN=CC1=C(O)CC(c2ccccc2)CC1=O (stereo unspecified),-5,0.1,-21,-4,7,i,-2,0,0.8,19
COc1ccc(OC)c(NC(=O)COC(=O)CSc2ccc(Cl)cc2)c1,4,·,-7,22,-18,-0.2,1,-13,0.3,7
CCOCC(=O)Nc1ccc([N+](=O)[O-])cc1OC,1,0.8,-8,6,-16,-0.3,-2,8,-2.3,17
Cc1ccc(OCC(=O)O/N=C(\N)c2ccncc2)c(C)c1,-6,-0.2,1,9,i,-0.3,-2,-8,1.8,-19
OCCN(CCO)c1nc2ccccc2[nH]1,-1,1.8,7,8,0,-0.2,-1,0,-0.5,26
O=C(Cn1nc(-c2ccccc2)ccc1=O)NCC1COCCO1 (stereo unspecified),-1,·,8,2,-21,-0.2,-5,2,0.7,27
NC(=O)c1ccc(NC(=O)COC(=O)CCc2ccc(S(=O)(=O)N3CCCCC3)cc2)cc1,1,-2.9,-1,16,-10,-0.8,1,-12,-1.2,-29
COc1ccc(C(=O)N(C)CCCC2CCCC2)cc1OC1CCN(C(C)=O)CC1,1,0.7,-3,21,-13,-0.8,0,-3,0.5,1
